ELG1 genotox – induces genotoxicity in HEK293T cells with luciferase-tagged ELG1; HEK293T ELG1-luciferase reporter, luminescence, 16 h; Potency, µM (top dose mostly 46 µM), for the others: top-dose activity change, positive = activation, most hits filed as activators; actives 1.3% (n = 330,000); note: potency is the fitted concentration of half-maximal effect; % of control where 0% means no effect; nearly all actives have a fitted effect of over 60% in size
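DMSO vehicle served as control against compound-treated ELG1-luciferase HEK293T cells; exposure lasted 16 hr at 37 °C and 5% CO2, followed by ONE-Glo luminescence detection after 30 min.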
VP16 counter – Gal4-VP16 reporter inhibition counter-screen; Potency, µM (series often up to 53.6 µM), inactives show at the highest dose activity, negative = inhibition, hits mostly inhibitors; Drosophila S2 Gal4-VP16 UAS-luciferase, luminescence, 20 h; actives 3.5% (n = 310,000);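 note: Gal4-VP16 expression switched on by copper sulfate through the metallothionein promoter; potency is the fitted concentration of half-maximal effect; % is set by controls: 0 for no effect and ±100 for the full control effect; nearly all actives have a fitted effect of over 50% in size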
Menin MLL FP TR – displaces Texas Red mutant MLL peptide from human menin; O00255; Menin + Texas Red MLL mutant peptide, fluorescence polarization; Potency, µM (doses to about 61.6 µM), inactives show at the top dose FP activity change, negative = inhibition, actives largely listed as inhibitors; actives 0.23% (n = 270,000); active = well fitted inhibition curve with a large enough effect in the polarisation, with a control signal flat, not every such curve was filed as active; inconclusive = small, poorly fitted or top-dose-only effect, or effect the other way, or a change in a side signal; inactive = no such curve, though single readings can be large or run the other way; the % refers to the polarisation; note: potency is the fitted concentration of half-maximal effect; % of control where 0% means no effect; many of its hits are not listed in these tables
Target sequence (O00255 whole entry, looked up): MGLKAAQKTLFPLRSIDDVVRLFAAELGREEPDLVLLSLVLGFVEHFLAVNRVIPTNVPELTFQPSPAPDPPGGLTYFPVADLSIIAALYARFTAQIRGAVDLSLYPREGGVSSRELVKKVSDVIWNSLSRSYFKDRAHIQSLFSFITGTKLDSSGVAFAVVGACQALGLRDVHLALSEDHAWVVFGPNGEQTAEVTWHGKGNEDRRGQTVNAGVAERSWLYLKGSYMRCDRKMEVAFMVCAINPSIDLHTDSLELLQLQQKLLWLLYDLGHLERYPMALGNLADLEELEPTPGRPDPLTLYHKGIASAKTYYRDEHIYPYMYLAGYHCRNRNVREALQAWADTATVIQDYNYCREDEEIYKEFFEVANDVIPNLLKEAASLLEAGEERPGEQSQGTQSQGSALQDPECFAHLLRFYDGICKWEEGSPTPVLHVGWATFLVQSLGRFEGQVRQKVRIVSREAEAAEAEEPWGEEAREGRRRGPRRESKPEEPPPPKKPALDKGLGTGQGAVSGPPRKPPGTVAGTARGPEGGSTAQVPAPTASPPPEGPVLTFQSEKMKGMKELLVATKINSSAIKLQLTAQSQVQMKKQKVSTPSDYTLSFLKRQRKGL
Giardia kill – kills Giardia lamblia; AID 540267; Giardia lamblia trophozoite viability; activity change, % at 7.66 µM, hits read low; actives 0.15% (n = 340,000); in the data active = activity change below about -80%; inconclusive = between about -30% and that limit;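 note: parasites exposed to compound for two days anaerobically before the ATP read; % is set by controls: 0 for no effect and ±100 for the full control effect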
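ATP-content bioluminescence gauges trophozoite survival. Cells (100/well) receive compound and incubate anaerobically for 48 hrs at 37 deg C; detection reagent follows for 15-30 min at room temperature.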
p53 reactivator – mutant p53 re-activation in reporter cells | H1299 p53-A138V BP100-luciferase reporter, luminescence, 24 h | Potency, µM (top dose mostly 92.2 µM), without a hit: at the top dose activity change, positive = activation, actives largely listed as activators | actives 0.063% (n = 320,000) | AID 504706; note: potency is the fitted concentration of half-maximal effect; % of control where 0% means no effect; nearly all actives have a fitted effect of over 45% in size
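p53-null H1299 cells stably carrying temperature-sensitive p53-A138V and a BP100-luciferase reporter were pinned with compounds (4-point, 1:5 series) and held 24 hrs at 37 deg C. Luminescence was read 10 min after detection reagent.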
RORg inh – ROR gamma (mouse) transcription inhibition | Drosophila S2 Gal4-RORgamma UAS-luciferase reporter, 20 h | Potency, µM (highest dose often 53.6 µM), for the others: at the top dose activity change, negative = inhibition, actives largely listed as inhibitors | actives 5.4% (n = 310,000) | AID 2551; note: potency is the fitted concentration of half-maximal effect; % is set by controls: 0 for no effect and ±100 for the full control effect; nearly all actives have a fitted effect of over 60% in size
Target sequence (P51450 whole entry, looked up, the tested form may be a part): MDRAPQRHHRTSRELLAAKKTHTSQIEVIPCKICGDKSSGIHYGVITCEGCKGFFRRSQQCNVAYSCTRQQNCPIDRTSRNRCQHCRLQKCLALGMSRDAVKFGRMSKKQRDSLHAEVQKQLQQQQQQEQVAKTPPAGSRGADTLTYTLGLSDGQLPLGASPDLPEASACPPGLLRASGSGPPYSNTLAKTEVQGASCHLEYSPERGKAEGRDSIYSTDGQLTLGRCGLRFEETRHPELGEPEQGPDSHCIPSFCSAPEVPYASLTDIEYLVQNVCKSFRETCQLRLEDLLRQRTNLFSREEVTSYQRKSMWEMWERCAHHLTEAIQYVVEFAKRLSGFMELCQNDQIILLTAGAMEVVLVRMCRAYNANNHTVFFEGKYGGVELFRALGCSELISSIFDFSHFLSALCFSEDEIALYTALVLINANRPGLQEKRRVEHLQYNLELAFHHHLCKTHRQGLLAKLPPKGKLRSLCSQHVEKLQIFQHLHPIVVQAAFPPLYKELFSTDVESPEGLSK
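Schneider cells (Drosophila), stable Gal4 DBD–ROR gamma + UAS-luc; 1 hr cmpd preincubation; Cu2+ induction 700 uM final; 20 hr ambient; luminescence.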
Rab9 prom act – Rab9 promoter activation; AID 485297; Potency, µM (doses to about 9.22 µM), without a hit: at the top dose activation, negative = inhibition, most hits filed as activators; Huh7 Rab9 promoter-luciferase reporter, luminescence, 24 h; actives 2.8% (n = 320,000); note: potency is the fitted concentration of half-maximal effect; % of control where 0% means no effect; nearly all actives have a fitted effect of over 60% in size
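Cells were plated at 1500 per well in reduced-serum medium with 10% FBS and left 2 h. Compound in DMSO was then added for 24 h at 37 °C. Reporter signal was read by luminescence after 10 min with luciferase detection reagent.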
PKM2 activator – activators of human pyruvate kinase M2 | Potency, µM (top dose mostly 57.5 µM), for the others: at the highest dose activation, actives largely listed as activators | purified PKM2, Kinase-Glo ATP luminescence, activation; response scale: 0% is enzyme alone, no compound | AID 1631 | actives 0.34% (n = 260,000); note: potency is the fitted concentration of half-maximal effect; % is set by controls: 0 for no effect and ±100 for the full control effect; nearly all actives have a fitted effect of over 55% in size
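Purified hPK-M2 (>95%) run at intermediate activity with 0.1 mM ADP and 0.5 mM PEP in 50 mM imidazole pH 7.2, KCl, MgCl2; 1 h room temperature. ATP formed read by Kinase-Glo luminescence; normalized to uninhibited and no-enzyme controls.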
BRCA1 expr up – activators of BRCA1 expression | Potency, µM (highest dose often 46.1 µM), inactives show top-dose activation, most hits filed as activators | MCF7-BRCA1-FFLuc reporter, luminescence, 48 h; response scale: scaled: vehicle 0%, 10 µM genistein 100% | actives 1.1% (n = 380,000); note: potency is the fitted concentration of half-maximal effect; nearly all actives have a fitted effect of over 80% in size; some results filed as inactive show a strong effect at the top dose
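First, MCF7-BRCA1-FFLuc cells (2000/well) attach for 2 h; next, compounds are pin-added and incubated 48 h at 37 °C; finally, luciferase reagent is added and luminescence read after 15 min.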
FLuc modulator – counter-screen for miR-21 project: firefly luciferase inhibitors or activators; Potency, µM (doses to about 57.5 µM), inactives show at the top dose activity change, negative = inhibition, hits mostly inhibitors; purified FLuc, Km substrates, luminescence inhibition; P08659; AID 588342; actives 6.9% (n = 360,000);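 note: potency is the fitted concentration of half-maximal effect; plate controls were vehicle for no effect and reference inhibitor for full effect; nearly all actives have a fitted effect of over 55% in size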
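Purified P. pyralis luciferase (10nM final) with 10uM D-luciferin and 10uM ATP (Km levels) in 50mM Tris acetate pH 7.5, 10mM Mg acetate, 0.01% Tween-20, 0.05% BSA; qHTS 6-point titration, ~60 µM downward; luminescence read.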
NPC1 prom act – activates the NPC1 promoter; AID 485313; actives 2.4% (n = 320,000); Potency, µM (doses to about 9.22 µM), for the others: top-dose activation, hits mostly activators; Huh7 NPC1 promoter luciferase reporter, 24 h;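 note: potency is the fitted concentration of half-maximal effect; % of control where 0% means no effect; nearly all actives have a fitted effect of over 60% in size; reporter is driven by a mutant NPC1 promoter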
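Quantitative HTS used a cell-based reporter: Huh7 cells stably bearing the NPC1 promoter upstream of luciferase were treated with compounds for 24 h, and promoter activation was read as luminescence.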
Numbers without * were called inactive; [ ] = another dose, or the depositor's remark. Unless noted, calls come from the whole dose curve; as a rule, active = well fitted curve in the direction sought with a large enough effect; inconclusive = small, poorly fitted or top-dose-only effect, or another doubt; inactive = no such curve, though single readings can be large; an effect the other way counts as inactive or inconclusive.

What do the screens show for `O=C(O)c1cc(Cl)nc2ccccc12`?
ELG1 genotox: -1%; VP16 counter: 1%; Giardia kill: 21; p53 reactivator: 1%; RORg inh: 0%; Rab9 prom act: -3%; PKM2 activator: -1%; BRCA1 expr up: -2%; FLuc modulator: -6%; NPC1 prom act: 0%

What do the screens show for `CC(=O)Nc1ccc(N2Cc3ccccc3C2)cc1`?
ELG1 genotox: 1%; VP16 counter: 4%; Menin MLL FP TR: 6%; Giardia kill: -6; p53 reactivator: 0%; RORg inh: inconclusive; Rab9 prom act: 3%; PKM2 activator: 14%; BRCA1 expr up: -33%; FLuc modulator: -13%; NPC1 prom act: -2%

How did COc1ccc(CC(=O)OCC(=O)Nc2cccc(C(C)=O)c2)cc1OC do in these assays?
ELG1 genotox: 1%; Giardia kill: 18; p53 reactivator: -1%; Rab9 prom act: -1%; BRCA1 expr up: -16%; FLuc modulator: -2%; NPC1 prom act: -5%

What do the screens show for `COc1ccc(S(=O)(=O)N2CCC(C(=O)N3CCC(C(N)=O)CC3)CC2)cc1Cl`?
ELG1 genotox: 0%; VP16 counter: -5%; Menin MLL FP TR: 43%[activator]; Giardia kill: -8; p53 reactivator: 3%; RORg inh: -1%; Rab9 prom act: -17%; PKM2 activator: 6%; BRCA1 expr up: -21%; FLuc modulator: -2%; NPC1 prom act: 0%

Results for Cc1ccc(C2CC(=O)NC(SCc3ccccc3)=C2C#N)o1 (configuration not stated) ?
ELG1 genotox: 1%; VP16 counter: -19%; Menin MLL FP TR: -4%; Giardia kill: 12; p53 reactivator: -12%; RORg inh: inconclusive; Rab9 prom act: 1%; PKM2 activator: 25%; BRCA1 expr up: -32%; FLuc modulator: -1%; NPC1 prom act: -5%

How did CN1CCN(c2nc3c(c(=O)[nH]c(=O)n3C)n2Cc2cccc3ccccc23)CC1 do in these assays?
ELG1 genotox: -1%; VP16 counter: 2%; Menin MLL FP TR: 3%; Giardia kill: -4; p53 reactivator: 0%; RORg inh: -16%; Rab9 prom act: -2%; PKM2 activator: 3%; BRCA1 expr up: -23%; FLuc modulator: 8%; NPC1 prom act: -2%

Results for CCOc1ccc(-n2c(N)c(C(=O)NCc3ccco3)sc2=S)cc1 ?
ELG1 genotox: 0%; VP16 counter: -2%; Menin MLL FP TR: inconclusive; Giardia kill: -6; p53 reactivator: 4%; RORg inh: 28%; Rab9 prom act: -1%; PKM2 activator: 3%; BRCA1 expr up: -4%; FLuc modulator: 2%; NPC1 prom act: -7%

How did CCOC(=S)SCc1cn2ccccc2n1 do in these assays?
ELG1 genotox: 15%; VP16 counter: 4%; Menin MLL FP TR: -13%; Giardia kill: -9; p53 reactivator: 15%; RORg inh: inconclusive; Rab9 prom act: 0%; PKM2 activator: 16%; BRCA1 expr up: 33%; FLuc modulator: inconclusive; NPC1 prom act: -1%

How did CCOC(=O)C1CCCN(S(=O)(=O)Cc2ccccc2)C1 (configuration not stated) do in these assays?
ELG1 genotox: 2%; VP16 counter: 7%; Menin MLL FP TR: 25%; Giardia kill: 0; p53 reactivator: -3%; RORg inh: -10%; Rab9 prom act: -3%; PKM2 activator: -2%; BRCA1 expr up: 24%; FLuc modulator: -4%; NPC1 prom act: -4%

What do the screens show for `CCOc1ccc(-c2[nH]ncc2-c2ccccc2)c(O)c1`?
ELG1 genotox: 0%; VP16 counter: inconclusive; Giardia kill: 4; p53 reactivator: -3%; RORg inh: 13µM*; Rab9 prom act: 2%; BRCA1 expr up: -42%; FLuc modulator: 1%; NPC1 prom act: -4%

Results for O=S(=O)(Cc1ccc(Cl)cc1)NCc1ccc2c(c1)OCO2 ?
ELG1 genotox: 0%; VP16 counter: -8%; Giardia kill: inconclusive; p53 reactivator: -5%; RORg inh: -8%; Rab9 prom act: 12%; PKM2 activator: 0%; BRCA1 expr up: 11%; FLuc modulator: 8%; NPC1 prom act: 4%

Results for COC(=O)c1sc(N2C(=O)C(O)=C(C(=O)c3ccc(C)o3)C2c2ccc(OC)c(OC)c2)nc1C (configuration not stated) ?
ELG1 genotox: inconclusive; VP16 counter: -8%; Giardia kill: 13; p53 reactivator: -5%; RORg inh: -28%; Rab9 prom act: -4%; PKM2 activator: 8%; BRCA1 expr up: 0%; FLuc modulator: -2%; NPC1 prom act: -4%

What do the screens show for `CCOC(=O)C(C)Sc1cnccn1` (configuration not stated)?
ELG1 genotox: 1%; VP16 counter: -11%; Menin MLL FP TR: 2%; Giardia kill: 6; p53 reactivator: 2%; RORg inh: 5%; Rab9 prom act: 1%; PKM2 activator: -1%; BRCA1 expr up: 32%; FLuc modulator: 4%; NPC1 prom act: -1%

How did CNc1cc([N+](=O)[O-])ccc1N/C=C/C(=O)c1cccs1 do in these assays?
ELG1 genotox: -3%; VP16 counter: inconclusive; Menin MLL FP TR: inconclusive; Giardia kill: 4; p53 reactivator: 9%; RORg inh: inconclusive; Rab9 prom act: 3%; PKM2 activator: 9%; BRCA1 expr up: -35%; FLuc modulator: -1%; NPC1 prom act: -3%

What do the screens show for `Cc1ccc2[nH]c3c(=S)nc[nH]c3c2c1`?
ELG1 genotox: 12%; VP16 counter: inconclusive; Menin MLL FP TR: 9%; Giardia kill: -19; p53 reactivator: 17%; RORg inh: 13µM*; Rab9 prom act: 2%; PKM2 activator: 0%; BRCA1 expr up: 37%; FLuc modulator: -1%; NPC1 prom act: 18%

What do the screens show for `CC(C)c1ccc(NC(=S)NNC(=O)c2cccnc2)cc1`?
ELG1 genotox: 9%; VP16 counter: inconclusive; Menin MLL FP TR: -7%; Giardia kill: 8; p53 reactivator: -1%; RORg inh: inconclusive; Rab9 prom act: 15%; PKM2 activator: -28%; BRCA1 expr up: -16%; FLuc modulator: 11µM*; NPC1 prom act: -3%

Results for COc1ccc(N2CC(C(=O)NC3CCCCC3)CC2=O)cc1 (configuration not stated) ?
ELG1 genotox: 2%; VP16 counter: 1%; Menin MLL FP TR: 16%; Giardia kill: -1; p53 reactivator: 1%; RORg inh: -22%; Rab9 prom act: -1%; BRCA1 expr up: 12%; FLuc modulator: 0%; NPC1 prom act: 1%

What do the screens show for `COC(=O)c1cccc(NC(=O)Cc2ccc(OC)cc2)c1C`?
ELG1 genotox: 4%; VP16 counter: 9%; Menin MLL FP TR: -5%; Giardia kill: 23; p53 reactivator: 0%; RORg inh: 3%; Rab9 prom act: -1%; PKM2 activator: 2%; BRCA1 expr up: 3%; FLuc modulator: 0%; NPC1 prom act: 1%

Results for CC(=O)Nc1cccc(NC(=O)CS(=O)(=O)c2cn(CC(=O)N3CCOCC3)c3ccccc23)c1 ?
ELG1 genotox: -2%; VP16 counter: -15%; Menin MLL FP TR: -2%; Giardia kill: -2; p53 reactivator: -2%; RORg inh: -11%; Rab9 prom act: 2%; PKM2 activator: 2%; BRCA1 expr up: 0%; FLuc modulator: -1%; NPC1 prom act: -4%

What do the screens show for `Cn1cc([N+](=O)[O-])c(C(=O)NC2CCCCCCC2)n1`?
ELG1 genotox: 5%; VP16 counter: -12%; p53 reactivator: -6%; RORg inh: 15%; Rab9 prom act: -7%; PKM2 activator: 1%; FLuc modulator: 1%; NPC1 prom act: 3%

How did CCn1ncc(S(=O)(=O)Nc2cccnc2)c1C do in these assays?
ELG1 genotox: 3%; VP16 counter: -8%; Giardia kill: 20; p53 reactivator: -1%; RORg inh: -7%; Rab9 prom act: 7%; PKM2 activator: 7%; BRCA1 expr up: -1%; FLuc modulator: 1%; NPC1 prom act: 4%

What do the screens show for `CCCCc1c(O)nc(SCC(=O)N2CCCCC2)n(-c2ccccc2C)c1=O`?
ELG1 genotox: 3%; VP16 counter: -3%; Menin MLL FP TR: 6%; Giardia kill: -2; p53 reactivator: 4%; RORg inh: 1%; Rab9 prom act: -1%; PKM2 activator: 7%; BRCA1 expr up: 0%; FLuc modulator: 2%; NPC1 prom act: 3%

Results for CCOC(=O)CSc1nnc2n1C(C)(C)Cc1ccccc1-2 ?
ELG1 genotox: 3%; VP16 counter: -5%; Menin MLL FP TR: -7%; Giardia kill: 2; p53 reactivator: 20%; RORg inh: -17%; Rab9 prom act: -1%; PKM2 activator: -7%; BRCA1 expr up: 2%; FLuc modulator: -16%; NPC1 prom act: 1%

What do the screens show for `O=C(O)Cc1ccc(NC(=O)c2ccc(NC(=O)c3ccco3)cc2)cc1`?
ELG1 genotox: 6%; VP16 counter: 0%; Menin MLL FP TR: 2%; Giardia kill: -4; p53 reactivator: 2%; RORg inh: -28%; Rab9 prom act: 0%; PKM2 activator: -8%; BRCA1 expr up: 15%; FLuc modulator: inconclusive; NPC1 prom act: -1%

An excerpt; the hit share may differ from the screen's.
